# Screening data deposited in PubChem by National Center for Advancing Translational Sciences (NCATS).
# p53 reactivation = re-activators of mutant p53 | H1299 p53-A138V BP100-luciferase reporter, luminescence, 24 h | Potency, µM (highest dose often 92.2 µM), inactives show top-dose activity change, positive = activation, usual class: activators | 320,000 tested, 0.063% active | AID 504706; note: % of control where 0% means no effect; nearly all actives have a fitted effect of over 45% in size
#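 H1299 (p53-null), stable ts p53-A138V + BP100-Luc; 1000 cells/well, Opti-MEM/10% FBS; cpd 4 pt, 1:5; 24 h, 37 deg C, 5% CO2; detection reagent 10 min RT; luminescence.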
# ELG1 genotox = induces genotoxicity in HEK293T cells with luciferase-tagged ELG1; 330,000 tested, 1.3% active; Potency, µM (top dose mostly 46 µM), for inactives: at the highest dose activity change, positive = activation, actives largely listed as activators; HEK293T ELG1-luciferase reporter, luminescence, 16 h; note: % of control where 0% means no effect; nearly all actives have a fitted effect of over 60% in size
#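 After overnight (16 hr) compound treatment at 37 °C, ELG1-luciferase HEK293T cells were lysed with ONE-Glo; luminescence quantified 30 min later at room temperature.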
# NPC1 prom act = activators of NPC1 promoter; Huh7 NPC1 promoter luciferase reporter, 24 h; Potency, µM (highest dose often 9.22 µM), for the others: at the top dose activation, hits mostly activators; 320,000 tested, 2.4% active;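 note: % of control where 0% means no effect; nearly all actives have a fitted effect of over 60% in size; reporter is driven by a mutant NPC1 promoter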
#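 Huh7 cells stably carrying NPC1 promoter–luciferase, plated in Opti-MEM with 10% FBS for 2 h, were exposed to compound in DMSO for 24 h at 37 °C; luciferase reagent was added for 10 min and luminescence read.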
# Rab9 prom act = Rab9 promoter activation. Huh7 Rab9 promoter-luciferase reporter, luminescence, 24 h. Potency, µM (highest dose often 9.22 µM), for inactives: at the top dose activation, negative = inhibition, hits mostly activators. 320,000 tested, 2.8% active; note: % of control where 0% means no effect; nearly all actives have a fitted effect of over 60% in size
#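 Measured in stably transfected Huh7 cells bearing a Rab9 promoter–luciferase construct: 24 h compound treatment at 37 °C, followed by luminescence detection.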
# uPA generation = cell surface uPA generation inhibition. AID 540303. cell surface uPA generation assay, qHTS. Potency, µM (highest dose often 38.3 µM), without a hit: at the highest dose activity change, negative = inhibition, most hits filed as inhibitors. 330,000 tested, 0.31% active; active = well fitted inhibition curve with a large enough effect; inconclusive = small, poorly fitted or top-dose-only effect; inactive = no such curve, though single readings can be large or run the other way; tested in mouse RAW 264.7 cells; note: % is set by controls: 0 for no effect and ±100 for the full control effect; nearly all actives have a fitted effect of over 55% in size
# RORg inh = blocks mouse ROR gamma transcriptional activity | Potency, µM (doses to about 53.6 µM), inactives show at the top dose activity change, negative = inhibition, hits mostly inhibitors | P51450 | Drosophila S2 Gal4-RORgamma UAS-luciferase reporter, 20 h | 310,000 tested, 5.4% active | AID 2551; note: % is set by controls: 0 for no effect and ±100 for the full control effect; nearly all actives have a fitted effect of over 60% in size
# Target sequence (P51450 whole entry, looked up, the tested form may be a part): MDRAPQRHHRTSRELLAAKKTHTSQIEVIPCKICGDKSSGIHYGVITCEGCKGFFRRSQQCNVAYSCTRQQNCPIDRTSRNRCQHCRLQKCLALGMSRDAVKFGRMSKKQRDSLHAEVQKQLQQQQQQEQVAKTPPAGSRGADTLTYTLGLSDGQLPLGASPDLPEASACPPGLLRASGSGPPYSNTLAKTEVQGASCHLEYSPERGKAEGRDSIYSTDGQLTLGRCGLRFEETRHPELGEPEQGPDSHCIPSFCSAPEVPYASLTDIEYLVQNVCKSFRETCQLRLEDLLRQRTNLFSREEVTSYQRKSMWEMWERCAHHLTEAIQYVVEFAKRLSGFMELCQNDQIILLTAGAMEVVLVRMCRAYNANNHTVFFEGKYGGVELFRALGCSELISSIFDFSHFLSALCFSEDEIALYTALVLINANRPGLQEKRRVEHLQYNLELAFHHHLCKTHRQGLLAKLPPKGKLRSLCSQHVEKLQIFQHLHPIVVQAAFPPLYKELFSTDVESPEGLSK
#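 Luminescence from a UAS-regulated Photinus luciferase reporter in stably transfected Drosophila Schneider cells is measured; decreased signal marks ROR gamma inhibition. Fusion expression is induced by 700 uM copper sulfate for 20 hr.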
# FLuc counter = firefly luciferase modulation, counter-screen for miR-21 project; P08659; purified FLuc, Km substrates, luminescence inhibition; Potency, µM (highest dose often 57.5 µM), for the others: at the top dose activity change, negative = inhibition, hits mostly inhibitors; 360,000 tested, 6.9% active; AID 588342;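 note: plate controls were vehicle for no effect and reference inhibitor for full effect; nearly all actives have a fitted effect of over 55% in size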
#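 Biochemical qHTS of compounds, final roughly 60 µM downward over six points, against 10 nM purified firefly luciferase using Km concentrations of substrates (10 uM D-luciferin, 10 uM ATP) in Tris acetate pH 7.5 buffer; luminescence output.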
# BRCA1 expr up = activators of BRCA1 expression; MCF7-BRCA1-FFLuc reporter, luminescence, 48 h; response scale: scaled: vehicle 0%, 10 µM genistein 100%; AID 624202; 380,000 tested, 1.1% active; Potency, µM (top dose mostly 46.1 µM), without a hit: at the top dose activation, actives largely listed as activators; note: nearly all actives have a fitted effect of over 80% in size; some results filed as inactive show a strong effect at the top dose
#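 MCF7-BRCA1-FFLuc, 2000 cells/well; 2 h attach, 37 °C/5% CO2; compound 48 h; luciferase substrate 15 min; luminescence end-point. Norm. to genistein 10 microM max activation and DMSO; concentration-response curves fitted.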
# MBNL1 CUG block = inhibitors of human MBNL1 binding to CUG repeat RNA; 280,000 tested, 0.036% active; TR-FRET MBNL1-His/biotin-(CUG)12 binding, 665/545 ratio; Potency, µM (top dose mostly 57.5 µM), without a hit: at the top dose activity change, negative = inhibition, hits mostly inhibitors; AID 2675; Q9NR56; active = well fitted inhibition curve with a large enough effect in the signal ratio, with a control signal flat, not every such curve was filed as active; inconclusive = small, poorly fitted or top-dose-only effect, or effect the other way, or a change in a side signal; inactive = no such curve, though single readings can be large or run the other way; the % refers to the signal ratio; note: % is set by controls: 0 for no effect and ±100 for the full control effect
# Target sequence (Q9NR56 whole entry, looked up): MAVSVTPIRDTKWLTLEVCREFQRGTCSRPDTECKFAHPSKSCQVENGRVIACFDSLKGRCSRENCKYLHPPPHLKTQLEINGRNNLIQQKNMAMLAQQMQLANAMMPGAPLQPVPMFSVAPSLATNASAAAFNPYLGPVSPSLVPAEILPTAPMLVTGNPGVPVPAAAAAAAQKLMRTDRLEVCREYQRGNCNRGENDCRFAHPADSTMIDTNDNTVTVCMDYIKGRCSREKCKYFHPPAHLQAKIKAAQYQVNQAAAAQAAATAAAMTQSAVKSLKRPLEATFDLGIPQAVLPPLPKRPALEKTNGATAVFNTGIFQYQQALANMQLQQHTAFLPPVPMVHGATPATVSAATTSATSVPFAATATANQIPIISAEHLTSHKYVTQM
#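 Inhibition of protein-RNA binding appears as loss of TR-FRET between terbium anti-His antibody on MBNL1-His and streptavidin-XL665 on biotin-(CUG)12. Activity is normalized to buffer-only and uninhibited-complex controls.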
# MLL CXXC-DNA inh = MLL CXXC-DNA interaction inhibition | Potency, µM (doses to about 115 µM), without a hit: at the top dose activity change, negative = inhibition, most hits filed as inhibitors | Q03164 | MLL-CXXC / FITC-HOXA9 DNA fluorescence polarization | 290,000 tested, 0.037% active; active = well fitted inhibition curve with a large enough effect in the polarisation, with a control signal flat, not every such curve was filed as active; inconclusive = small, poorly fitted or top-dose-only effect, or effect the other way, or a change in a side signal; inactive = no such curve, though single readings can be large or run the other way; the % refers to the polarisation
#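 Fluorescence polarization: 7 uM MLL-CXXC (stock) preincubated 5 min with compounds, then 50 nM fluorescein-HOX-A9 DNA (stock) added; 30 min ambient. Buffer 50 mM Tris-HCl pH 7.5, 50 mM NaCl, 1 mM DTT, 0.05% BSA.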
# Gal4-VP16 FLuc = inhibits Gal4-VP16 luciferase reporter, ROR gamma counter-screen; Drosophila S2 Gal4-VP16 UAS-luciferase, luminescence, 20 h; Potency, µM (doses to about 53.6 µM), inactives show at the top dose activity, negative = inhibition, actives largely listed as inhibitors; 310,000 tested, 3.5% active;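 note: Gal4-VP16 expression switched on by copper sulfate through the metallothionein promoter; % is set by controls: 0 for no effect and ±100 for the full control effect; nearly all actives have a fitted effect of over 50% in size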
# * = called active by the depositor; ? = inconclusive; nt = not tested or not shown; [ ] = dose if it differs, or a comment. Unless noted, calls come from the whole dose curve; as a rule, active = well fitted curve in the direction sought with a large enough effect; inconclusive = small, poorly fitted or top-dose-only effect, or another doubt; inactive = no such curve, though single readings can be large; an effect the other way counts as inactive or inconclusive. Potency is the fitted concentration of half-maximal effect.
SMILES,p53 reactivation,ELG1 genotox,NPC1 prom act,Rab9 prom act,uPA generation,RORg inh,FLuc counter,BRCA1 expr up,MBNL1 CUG block,MLL CXXC-DNA inh,Gal4-VP16 FLuc
CCN(CC)S(=O)(=O)c1cccc(-c2cn3cccnc3n2)c1,-1%,-3%,2%,-2%,-1%,14%,-2%,-10%,17%,0%,-3%
COC(=O)c1ccc(Cl)c(-c2ccc(/C=N/NC(=O)Nc3ccccc3)o2)c1,-1%,10%,-2%,1%,3%,10%,1%,-32%,?,2%,-13%
CCCCS(=O)(=O)N1CCCC(C(=O)Oc2ccccc2OC)C1 (stereo not drawn),nt,0%,-6%,-10%,4%,7%,8%,-2%,-2%,0%,2%
CCn1c2ccccc2c2nnc(SCC(=O)c3ccccc3)nc21,-1%,5%,-3%,-6%,1%,13µM*,1%,-29%,4%,-3%,4%
Oc1oc(-c2ccccc2)nc1C=Nc1cccc2ccccc12,-1%,-1%,11%,-4%,-19%,5%,?,-68%[inhibitor],-2%,?,5%
O=C(NCc1ccccc1)c1cccc(S(=O)(=O)N2CCCCC2)c1,7%,-1%,0%,0%,-1%,?,6%,12%,-6%,1%,15%
O=C(CSc1nnc(-c2ccco2)n1-c1ccccc1Cl)Nc1cccc(C(=O)O)c1,-5%,3%,-4%,3%,3%,-19%,0%,-3%,-10%,-14%,1%
COc1ccc(CCNC(=O)c2cc(Cl)nc3ccccc23)cc1,2%,3%,-3%,8%,6%,-3%,-1%,-34%,-2%,50%[activator],-19%
CCC(C)NS(=O)(=O)c1ccc(N)cc1 (stereo not drawn),1%,-1%,-1%,1%,3%,15%,0%,-11%,3%,3%,-9%
COc1ccc(OC)c(C2=NS(=O)(=O)N(C)C(C(=O)N3CCC4(CC3)OCCO4)=C2)c1,-5%,-1%,-4%,-2%,1%,1%,0%,0%,?,22%,-2%
O=C(CSCC(=O)Nc1nc(-c2ccc3c(c2)OCO3)cs1)Nc1nccs1,1%,0%,25%,25%,6%,6%,?,26%,-8%,-7%,-3%
Cc1ccc2oc(C(=O)NCc3ncc(C)[nH]3)c(C)c2c1,5%,1%,-24%,-2%,-17%,-44%,-12%,11%,-1%,8%,-13%
C#CCOCCOCCOCCNc1nc(N2CCN(C(=O)[C@H](Cc3ccc(O)cc3)n3cc([C@@H](N)C(C)CC)nn3)CC2)nc(N2CCN(C(=O)[C@H](Cc3cc4ccccc4[nH]3)n3cc([C@@H](N)CC(C)C)nn3)CC2)n1 (stereo partly drawn),1%,3%,0%,1%,-6%,-1%,0%,0%,?,88%[activator],-21%
OCC1CCCN(C(=S)Nc2ccc(OC(F)F)cc2)C1 (stereo not drawn),?,?,26%,29%,-1%,-25%,17µM*,90%,-7%,-4%,6%
CC(C)C(=O)Nc1cccc(C(=O)Nc2nncs2)c1,24%,5%,-7%,3%,0%,-1%,-1%,12%,-2%,0%,5%
COc1ccc(OC)c(CNS(=O)(=O)c2cn(C)cn2)c1,8%,-1%,-2%,-3%,7%,2%,5%,1%,-5%,15%,-3%
O=C(c1ccoc1)N1CCC2(CC1)Oc1ccc(Cl)cc1C(=O)C21CC(c2cccnc2)=NO1 (stereo not drawn),-2%,5%,-5%,-10%,-2%,25%,4%,-6%,-1%,5%,-9%
COc1ccc(C2CC(C(F)(F)F)n3nc(CO)c(Cl)c3N2)cc1OC (stereo not drawn),-5%,6%,2%,-2%,-6%,1%,17%,18%,0%,0%,8%
CCN(CC(=O)Nc1ccc(NC(C)=O)cc1)C(=O)c1ccc(=O)n(C)n1,-5%,1%,-6%,-4%,1%,nt,5%,-1%,nt,nt,nt
COc1cccc(C2C(C(C)=O)=C(O)C(=O)N2CCNCCO)c1 (stereo not drawn),1%,-2%,-7%,-2%,nt,3%,-1%,nt,-3%,5%,4%
O=C(Nc1cccc([N+](=O)[O-])c1)N1CCCCCC1,?,1%,3%,6%,0%,22%,-6%,14%,?,-1%,16%
CC(C)C(=O)Nc1nc2cc3c(cc2s1)OCCO3,6%,?,0.89µM*,0.5µM*,-7%,-43%,2.4µM*,6%,-12%,-4%,-24%
O=c1c2ccccc2oc2cc(NCCCN3CCOCC3)ccc12,nt,?,4µM*,3.5µM*,?,-22%,11µM*,5.6µM*,15%,-1%,?
CCOC(=O)C1CCN(S(=O)(=O)c2cccc(-c3csc(C)n3)c2)CC1,-1%,4%,2%,-8%,-3%,28%,14%,-27%,-1%,0%,4%
CCOC(=O)C1=C(CBr)NC(=O)NC1C (stereo not drawn),0%,-2%,-1%,2%,1%,-11%,-2%,-14%,-9%,2%,-7%
Cc1ccc(S(=O)(=O)N(C)C)cc1NC(=O)c1cc(=O)c2ccccc2o1,5%,-5%,1%,1%,nt,8%,-2%,3%,?,0%,9%
O=C(Nc1ccc2nc(-c3cccnc3)[nH]c2c1)C1CCCCC1,-5%,1%,8%,14%,-6%,-8%,12µM*,22%,9%,3%,7%
Cc1oc2c(CN3CCOCC3)c(O)ccc2c(=O)c1-c1ccc(Cl)cc1,0%,1%,2%,1%,6%,13%,0%,1%,?,0%,-16%
COc1ccc(C)cc1NC(=O)NCc1ccco1,-1%,-1%,-7%,2%,4%,16%,-4%,10%,-1%,17%,7%
CCCS(=O)(=O)Nc1cc(C(F)(F)F)ccc1OCCOC,-5%,6%,1%,1%,5%,12%,-1%,-3%[1.84 µM],2%,11%,-2%
CCOc1ccc(C2CC(c3ccc(CC)cc3)n3nc(N)nc3N2)cc1 (stereo not drawn),-2%,-1%,-1%,2%,5%,-12%,0%,12%,-8%,-3%,?
CCCN(Cc1ccccc1)C(=S)Nc1ccc(F)cc1,1%,-2%,-6%,-4%,-2%,16µM*,4%,-11%,nt,5%,-23%
CC(C)Oc1nnnn1-c1ccccc1,0%,3%,-3%,0%,2%,-17%,3%,-1%,4%,13%,1%
CCOC(=O)c1ccc(NC(=O)NNC(=O)CCc2ccc(OC)cc2)cc1,1%,4%,-1%,0%,6%,13%,0%,0%,-8%,-1%,0%
COc1ccccc1NS(=O)(=O)c1ccc(NC(=O)c2nc3ncccn3n2)cc1,-7%,-7%,-1%,1%,7%,25%,11%,10%,-2%,0%,-5%
COC(=O)CSc1nnc(Cc2ccccc2)n1-c1ccc(C)cc1,24%,4%,2%,2%,1%,39%,-19%,-25%,-4%,-2%,-3%

# Next part; it opens with the 2 that closed the last part.
SMILES,p53 reactivation,ELG1 genotox,NPC1 prom act,Rab9 prom act,uPA generation,RORg inh,FLuc counter,BRCA1 expr up,MBNL1 CUG block,MLL CXXC-DNA inh,Gal4-VP16 FLuc
COc1ccccc1NS(=O)(=O)c1ccc(NC(=O)c2nc3ncccn3n2)cc1,-7%,-7%,-1%,1%,7%,25%,11%,10%,-2%,0%,-5%
COC(=O)CSc1nnc(Cc2ccccc2)n1-c1ccc(C)cc1,24%,4%,2%,2%,1%,39%,-19%,-25%,-4%,-2%,-3%
CN(c1ccccc1)S(=O)(=O)c1ccc(C(=O)Nc2ccncc2)cc1,0%,?,-1%,-1%,0%,nt,1%,0%,nt,nt,nt
COc1ccc(-c2cc(C(=O)Nc3ccc(S(=O)(=O)Nc4ncccn4)cc3)c3ccccc3n2)cc1,-7%,15%,4%,3%,-3%,38%,4.8µM*,71%,nt,-3%,-5%
COc1cccc(N2C(=O)C3C(C2=O)C3(c2ccccc2)c2ccccc2)c1 (stereo not drawn),-7%,-10%,-4%,1%,1%,-27%,6%,10%,nt,-5%,3%
COc1cccc(/C=N/NC(=O)c2ccc3nc[nH]c3c2)c1O,6%,-2%,4%,-3%,-2%,-25%,19µM*,3%,7%,36%[activator],-11%
Cc1cc(C)nc(/N=C(\N)Nc2ccc(-c3ccccc3)cc2)n1,-2%,-16%,-5%,-13%,nt,37%,?,-65%,9%,3%,-7%
CC(=O)Oc1ccccc1-c1nc(C)nc(N(C)C(C)=O)n1,10%,?,0%,3%,nt,19%,3%,13%,-2%,6%,-7%
O=C(NC1CCCCC1)C1CCN(S(=O)(=O)c2cccc3nonc23)CC1,0%,2%,-1%,-1%,-1%,-35%,-1%,16%,16%,17%,-1%
COc1cccc(CNC(=O)CCC2CCCN(C(=O)CCn3cncn3)C2)c1 (stereo not drawn),3%,0%,0%,-4%,7%,13%,-2%,-17%,-5%,12%,-20%
Cc1ccc(-c2noc(CN(C(=O)c3cccs3)C(C)C)n2)cc1,-7%,-9%,1%,-1%,-6%,1%,2%[2.3 µM],3%,-12%,-1%,-4%

# An excerpt, so the mix of outcomes need not match the whole.
